Assay outcomes: PubChem, several laboratories
hiPSC survival – enhancers of human iPSC single-cell survival. hiPSC single-cell survival, ATPlite luminescence; 100% = ROCK inhibitor wells, 0% = DMSO. 360,000 tested, 0.044% active. survival enhancement, % at 20 µM; in the data active = survival enhancement above about 18%;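 note: cells exposed to compounds for 16 hours before the ATP read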
Glyco luc inh – N-linked glycosylation inhibition. D54 ERlucT glycosylation luciferase reporter, 24 h; percent of 100 nM tunicamycin response. reporter increase, % at 12.5 µM. 360,000 tested, 0.23% active. AID 588692;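 active = mean luciferase reporter signal, scaled so untreated is 0 and the glycosylation-blocking control 100, at or above a set limit in every replicate; inconclusive = mean reaches the limit but not every replicate does; inactive = mean below the limit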;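 note: luciferase carries N-glycosylation sites so blocking glycosylation raises the light; 0% = median of neutral control wells and 100% = median of 100 nM tunicamycin wells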
Cardio protect – protects H9c2 cardiomyocytes from peroxide injury; H2O2 injury protection, ATPLite, 2 h; protection from H2O2 cell death, % at 20 µM; 360,000 tested, 0.63% active;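 active = compounds giving at least 50% protection of heart cells from peroxide-induced death in the single-dose screen, raw or plate-pattern-corrected value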;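 note: 0% = DMSO wells with peroxide and 100% = DMSO wells without peroxide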
m5-HT2A agonist – mouse HTR2A agonism via beta-arrestin recruitment | CHO-K1 mHTR2A beta-arrestin complementation, luminescence; percent of 30 µM serotonin response | activation, % at 7.6 µM | 360,000 tested, 0.66% active;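 active = activation above a run cutoff, the mean activation of all tested compounds plus 3 SD, cut at about 14% in these data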;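 note: 0% = plate median of compound wells and 100% = 30 µM serotonin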
MC4R antag cAMP – antagonists of human melanocortin 4 receptor (MC4R); MC4R-expressing cells, MTII-stimulated cAMP, LANCE TR-FRET; inhibition, % at 6.5 µM; 360,000 tested, 0.48% active;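 active = inhibition above its plate's cutoff, the mean of tested wells on that plate plus 3 SD, cut at about 29% in these data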;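 note: 0% = Melanotan II alone and 100% = Melanotan II plus saturating MCL0020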
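Material – human MC4R-expressing U2OS cells · Repeats – no replicates · Detection – TR-FRET with Eu-cAMP and labeled anti-cAMP, 671 nm · Times – compound 30 min, challenge 1 h, detection 1 h · Compound – single nominal compound dose of 6.5 µM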
Granule exo inh – blocks lytic granule exocytosis; TALL-104 LAMP-1 surface exposure, flow cytometry; cells stimulated with thapsigargin and PMA; inhibition, % at 10 µM; 360,000 tested, 0.66% active; AID 651702;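 active = inhibition above about 55%, limit read from the data; inconclusive = no clear call, values can overlap the other calls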
aDG glyco act – alpha-DG glycosylation activation; 360,000 tested, 0.22% active; AID 624168; activation, % at 10 µM; Pro5-aDG cells, alpha-DG glycosylation AlphaScreen (IIH6); 0% Pro5, 100% B10-LARGE cell signal;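 active = activation of at least 8% versus controls, or a plate z-score of at least 8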;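 note: Pro5 are CHO cells carrying HIG-tagged alpha-DG that lacks glycosylation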
ABHD5-PLIN5 inh – blocks binding of human ABHD5 to perilipin-5. AID 602281. 360,000 tested, 0.78% active. Q00G26+Q8WTS1. Split G. princeps luciferase complementation, luminescence, 4 h. inhibition, % at 4 µM;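 active = inhibition above the mean inhibition across every tested compound plus 3 SD, cut at about 22% in these data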;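 note: 0% = DMSO only wells and the 100% control is not disclosed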
MC4R ag barr – agonists of human melanocortin 4 receptor (MC4R) beta-arrestin; activation, % at 8.9 µM; U2OS MC4R beta-arrestin complementation, luminescence; percent of melanotan II response, DMSO zero; 360,000 tested, 0.98% active;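 active = activation above a per-plate cutoff, the mean activation of sample wells on that plate plus 3 SD, cut at about 8% in these data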
ABCB6 inh 2 – inhibitors of human ABC transporter ABCB6. Q9NP58. K562-ABCB6 porphyrin accumulation, flow cytometry, 1 h; active compounds read low. fluorescence ratio to DMSO, % at 10 µM. 360,000 tested, 0.19% active;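 active = fluorescence ratio to DMSO below 75%, the collection mean minus 3 SD; inconclusive = too few cells collected in the well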;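 note: signal is porphyrin accumulated inside mitochondria; 100% equals median channel fluorescence of DMSO control wells; lower ratio means ABCB6 inhibition with less porphyrin fluorescence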
Target sequence (Q9NP58 whole entry, looked up): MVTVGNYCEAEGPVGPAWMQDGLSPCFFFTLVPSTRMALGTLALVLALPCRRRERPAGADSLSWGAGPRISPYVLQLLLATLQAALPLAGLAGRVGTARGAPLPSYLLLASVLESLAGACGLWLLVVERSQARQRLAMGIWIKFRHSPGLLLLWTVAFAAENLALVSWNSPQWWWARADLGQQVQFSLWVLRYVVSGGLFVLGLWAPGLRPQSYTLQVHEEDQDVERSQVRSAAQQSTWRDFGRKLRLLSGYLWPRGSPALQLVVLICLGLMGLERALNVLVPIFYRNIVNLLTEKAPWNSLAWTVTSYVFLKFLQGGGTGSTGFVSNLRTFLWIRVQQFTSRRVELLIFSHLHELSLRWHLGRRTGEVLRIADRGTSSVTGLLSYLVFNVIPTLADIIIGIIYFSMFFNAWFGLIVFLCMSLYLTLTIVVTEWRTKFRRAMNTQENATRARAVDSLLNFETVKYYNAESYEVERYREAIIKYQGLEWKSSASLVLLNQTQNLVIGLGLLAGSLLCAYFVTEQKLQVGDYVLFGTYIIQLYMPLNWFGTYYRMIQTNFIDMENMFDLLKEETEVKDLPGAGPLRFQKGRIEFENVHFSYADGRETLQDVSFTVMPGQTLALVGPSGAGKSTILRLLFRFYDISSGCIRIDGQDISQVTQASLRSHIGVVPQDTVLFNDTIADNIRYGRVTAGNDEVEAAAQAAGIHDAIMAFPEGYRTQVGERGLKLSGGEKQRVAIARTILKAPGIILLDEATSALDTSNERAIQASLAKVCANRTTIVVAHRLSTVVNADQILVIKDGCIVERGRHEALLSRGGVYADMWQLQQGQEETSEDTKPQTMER
* hit, by the source's call; ? = inconclusive; . = no result given.

Each structure is followed by: ABHD5-PLIN5 inh, Cardio protect, m5-HT2A agonist, ABCB6 inh 2, MC4R ag barr, aDG glyco act, Glyco luc inh, Granule exo inh, hiPSC survival, MC4R antag cAMP
- NC(=O)c1cc([N+](=O)[O-])ccc1NCc1cccc([N+](=O)[O-])c1
 : 6, -3, 3, 107, -2.1, -0.4, 2, 6, 2.0, 12
- Cc1cc([N+](=O)[O-])ccc1NCc1cccc2ccccc12
 : -8, -12, -2, 93, 3.0, 0.4, -4, 13, -0.6, -15
- Cc1ccc(OCCC(=O)OCC(=O)C(C)(C)C)cc1
 : -4, -6, 2, 98, 0.1, -0.1, 3, -1, 1.8, 16
- COCCCn1c(C)csc1=Nc1cccnc1
 : 0, 4, -3, 99, 0.7, -0.1, 1, -8, -0.4, 17
- O=C(O)COc1cccc(/C=C2/SC(=S)N(Cc3ccccc3)C2=O)c1
 : -7, -6, -2, 97, 0.4, 0.0, -1, -7, 0.0, -1
- COc1ccc(NC(=S)NC(=O)c2cncc(Br)c2)c(OC)c1
 : -3, -5, -1, 103, 0.7, 0.0, 2, -6, -0.3, 18
- O=C(O)/C(=C\c1ccccc1Cl)c1ccc(S(=O)(=O)N2CCCCC2)s1
 : -2, -3, 3, 100, -2.6, -0.4, 2, -4, -0.3, 1
- CN1CCC(CNC(=O)Nc2ccccc2)(c2ccccc2)CC1
 : 3, 5, -4, 95, -0.2, -0.1, 0, -1, 0.3, -1
- O=C(NCc1ccc2c(c1)OCO2)C1CCN(C(=O)Nc2ccc(Cl)cc2)CC1
 : 1, 6, -1, 100, -0.2, 0.1, -3, -5, 1.7, -1
- CCC(NC(=O)c1ccccc1NC(=O)c1ccccc1)C(=O)OC (stereo not drawn)
 : -6, 5, 3, 98, 2.7, 0.8, -1, 1, 1.7, 19
- CCN(c1ccccc1)S(=O)(=O)c1ccc(C(=O)Nc2c(C)n(C)n(-c3ccccc3)c2=O)cc1
 : -15, 4, 6, 99, 0.2, -0.2, 4, -1, -0.9, -8
- Cc1cc(NC(=O)C2CC2)ncc1NC(=O)C12CC3CC(CC(C3)C1)C2
 : 0, 4, 1, 93, -1.1, 0.1, -2, 0, -2.5, 13
- Cc1csc(SCCN2C(=O)c3ccccc3C2=O)n1
 : -2, 5, -3, 105, 0.5, 0.0, 0, 0, 0.3, 3
- O=C(COC(=O)/C=C/c1cccc(Cl)c1)Nc1cccc(S(=O)(=O)NC2=NCCC2)c1
 : -2, -6, -3, 94, -0.8, 0.1, 0, -2, -0.4, 3
- CCOC(=O)C(C)OC(=O)C1=C(C)NC(=O)NC1c1ccc2c(c1)OCO2 (stereo not drawn)
 : -5, 6, 6, 108, 0.2, -0.2, 3, 4, -0.1, 13

Part of the list above, with each value named:
smiles: O=C(COC(=O)/C=C/c1cccc(Cl)c1)Nc1cccc(S(=O)(=O)NC2=NCCC2)c1
  ABHD5-PLIN5 inh = -2
  Cardio protect = -6
  m5-HT2A agonist = -3
  ABCB6 inh 2 = 94
  MC4R ag barr = -0.8
  aDG glyco act = 0.1
  Glyco luc inh = 0
  Granule exo inh = -2
  hiPSC survival = -0.4
  MC4R antag cAMP = 3

smiles: CCOC(=O)C(C)OC(=O)C1=C(C)NC(=O)NC1c1ccc2c(c1)OCO2 (stereo not drawn)
  ABHD5-PLIN5 inh = -5
  Cardio protect = 6
  m5-HT2A agonist = 6
  ABCB6 inh 2 = 108
  MC4R ag barr = 0.2
  aDG glyco act = -0.2
  Glyco luc inh = 3
  Granule exo inh = 4
  hiPSC survival = -0.1
  MC4R antag cAMP = 13

Continuation.
Each structure is followed by: ABHD5-PLIN5 inh, Cardio protect, m5-HT2A agonist, ABCB6 inh 2, MC4R ag barr, aDG glyco act, Glyco luc inh, Granule exo inh, hiPSC survival, MC4R antag cAMP
- CC(C)(C)c1cc(C(=O)N/N=C/c2ccccn2)n[nH]1
 : -3, -3, 3, 97, -0.8, 0.2, 2, -6, -0.2, 2
- CC(=O)N1N=C(c2cccc(NS(=O)(=O)c3ccc(C)cc3)c2)CC1c1ccco1 (stereo not drawn)
 : 6, -9, 1, 90, -1.7, 0.0, -4, 35, -0.1, 0
- COC(=O)[C@]1(C)N[C@H](CN(C)S(=O)(=O)c2ccc(-c3ccccc3)cc2)[C@@H]2C(=O)N(C)C(=O)[C@@H]21
 : -2, -6, 4, 100, 0.0, -0.1, 3, -2, -0.6, 17
- C=CCN(CC=C)S(=O)(=O)c1ccc(NC(=S)NC(=O)c2ccc(-c3ccccc3)cc2)cc1
 : -2, -21, 3, 183, -3.6, 0.4, -4, 10, -1.5, -4
- Cc1nnc(N2CCCC(C(=O)Nc3cc(F)ccc3F)C2)c2nn(-c3ccccc3)c(C)c12 (stereo not drawn)
 : 8, -4, 2, 93, 2.3, 1.4, 2, 19, 0.6, 24
- O=C(Nc1ccc2c(c1)OCO2)c1csc([C@@H]2O[C@H](CO)[C@H](O)[C@H](O)[C@H]2O)n1
 : -10, 3, -3, 104, 0.0, -0.2, 2, 0, 3.0, 16
- Cc1ccc(C(=O)NCc2ccco2)o1
 : 5, 3, 5, 92, -3.3, -0.3, 0, 0, -0.2, -6
- CON(c1nc(Cl)nc(N(C)C)n1)S(=O)(=O)c1ccc(C)cc1
 : 5, 3, 6, 94, -2.7, 0.0, -2, 7, 0.4, 7
- CC1(C)Cc2ccccc2C(NNC(=O)c2ccccn2)=N1
 : 0, 35, -1, ., -1.8, 0.7, 0, -2, 2.1, 12
- CCC(C)(C)C1CCC2(CC1)NC(=O)N(CC(=O)NC(C)CCc1ccccc1)C2=O (stereo not drawn)
 : -6, -4, 5, 96, 1.1, 0.1, 2, -1, 0.0, -4
- C/C(O)=C/c1nc2ccccc2[nH]c1=O
 : 0, 1, -2, 111, -0.3, -0.1, 3, -5, 0.6, -2
- COc1cc(-c2cc(NC(C)=O)c3ncc(-c4ccc(C(C)=O)cc4)n3c2)cc(OC)c1OC
 : 6, 61*, 6, 80, 8.7*, -0.4, -2, 2, -0.9, 29*
- Cc1cccc([C@@H]2[C@@H]3C(=O)N(Cc4ccccc4)C(=O)[C@@H]3[C@]3(C)C(=O)N(c4cccc(F)c4)C(=O)N23)c1
 : -1, 4, -2, 97, -0.6, 0.1, -5, 25, 0.6, 9
- O=C1Nc2ccc(F)cc2C12OCCO2
 : 9, 0, 0, 87, 0.6, 0.2, 3, -6, -0.4, -1
- CSc1nc2ccccc2c(=O)n1C1CCCCC1
 : 1, -7, 10, 100, 2.7, 0.2, -1, -8, 0.1, 14

Each structure is followed by: ABHD5-PLIN5 inh, Cardio protect, m5-HT2A agonist, ABCB6 inh 2, MC4R ag barr, aDG glyco act, Glyco luc inh, Granule exo inh, hiPSC survival, MC4R antag cAMP
- Cn1c(=O)c2c(nc(NCCOc3ccc(C(C)(C)C)cc3)n2C)n(C)c1=O
 : -3, -15, -2, 74*, -4.0, 4.2, 0, 2, -0.9, 21
- Cc1ccccc1C(=O)NC(C(N)=O)P(=O)(OC(C)C)OC(C)C (stereo not drawn)
 : 0, 2, 2, 96, 0.0, 0.0, -2, 1, 0.9, 7
- Cc1cnc(CN(C)Cc2nc(Cc3cccc(C(F)(F)F)c3)no2)[nH]1
 : 2, -2, -6, 94, -0.5, 0.0, 0, -6, 0.2, -4
- O=C(CSc1nnc(C2CC2)n1-c1ccccc1)NCCc1ccc(F)cc1
 : 2, -2, 4, 106, 0.9, 0.0, 0, -1, -1.0, 2
- O=c1c2[nH]c3ccc(F)cc3c2ncn1CCC1=CCCCC1
 : -5, -16, 1, 100, -2.5, 0.3, 2, -9, -0.2, 6
- COc1ccc(-n2c(C)cc(C(=O)COC(=O)Cn3cnc4ccccc43)c2C)cc1
 : 0, -17, 8, 95, 0.2, 0.3, -3, -5, 3.3, -6
- O=C(NCCCN1CCCC1=O)Nc1ccc(Cl)cc1Cl
 : -5, 0, 7, 101, -2.1, -0.2, 1, 2, 1.1, 2
- O=C(O)C1=C[C@@H](c2ccc(C(F)(F)F)cc2)C[C@@H](OCCCCO)O1
 : -3, -2, -5, 93, -0.7, 0.1, 0, -10, 0.0, -2
- O=S1(=O)CC(N2CCN(c3ccccn3)CC2)CN1C1CCCCC1 (stereo not drawn)
 : 14, 0, -2, 99, ., 0.0, 0, -4, 1.0, .
- N=C1/C(=C\c2ccc(-c3cc(Cl)cc(Cl)c3)o2)C(=O)N=C2SC=C(c3ccccc3)N12
 : 1, -1, 4, 102, -3.4, 0.3, -2, 3, -1.2, 14
- Cc1ccc2nc(Nc3ccccc3)c(C=O)c(=O)n2c1
 : 4, 3, 1, 102, -0.8, -0.3, 2, -1, -0.5, 0
- CCOC(=O)c1c(C=O)c2sc(C)cc2n1C
 : 6, 3, 5, 98, 0.0, 0.0, -1, 0, -0.4, -21
- COc1ccc(S(=O)(=O)N2CCN(c3ccc4nnc(-c5ccc(F)cc5)n4n3)CC2)cc1
 : 5, -11, 0, 99, -0.7, 0.4, 11, 17, 1.1, 15
- Cc1cc(C)cc(N=c2c([N+](=O)[O-])nn(-c3ccc4c(c3)OCCO4)n2O)c1
 : -1, -8, 1, 99, -3.1, 0.0, -6, -16, -0.8, 6
- COc1ccc(NC(=O)CC2C(=O)N(c3ccc(OC)cc3)C(=S)N2NC(=O)c2cccc(F)c2)cc1 (stereo not drawn)
 : 0, 4, -3, 102, -1.2, 0.4, 2, 2, 1.1, 3

Each structure is followed by: ABHD5-PLIN5 inh, Cardio protect, m5-HT2A agonist, ABCB6 inh 2, MC4R ag barr, aDG glyco act, Glyco luc inh, Granule exo inh, hiPSC survival, MC4R antag cAMP
- CCOc1cc2c(C#N)c(N3CCCCC3)nc(N)c2c(N)n1
 : -14, 17, -5, 107, -0.1, 0.2, 8, -2, 0.3, -11
- O=S1c2ccccc2Sc2ccccc21
 : 5, 19, -5, 97, -1.8, 0.1, -1, 14, -3.7, -1
- CN(c1cccnc1)c1ncnc2[nH]ncc12
 : 2, 3, -2, 97, 0.0, 0.0, 0, 0, -0.2, 0
- COCCNC(=S)NNC(=O)CSCc1ccc(Cl)cc1Cl
 : 8, -1, -2, 94, -2.5, 0.6, 2, -3, -0.8, 2
- CCOC(=O)C1C(=O)C=C(c2cccc(NS(C)(=O)=O)c2)CC1c1ccco1 (stereo not drawn)
 : 8, 1, -1, 97, -2.5, 0.2, 2, -1, 0.6, 4
- O=C(/C=C/c1ccc(F)cc1)NC(=S)NNC(=O)c1cccnc1
 : -3, 6, 3, 97, -1.4, 0.0, 2, ?, -0.9, 5

Sorted by number of heavy atoms (rising): some entries from above
Each structure is followed by: ABHD5-PLIN5 inh, Cardio protect, m5-HT2A agonist, ABCB6 inh 2, MC4R ag barr, aDG glyco act, Glyco luc inh, Granule exo inh, hiPSC survival, MC4R antag cAMP
- CN(c1cccnc1)c1ncnc2[nH]ncc12
 : 2, 3, -2, 97, 0.0, 0.0, 0, 0, -0.2, 0
- CCOc1cc2c(C#N)c(N3CCCCC3)nc(N)c2c(N)n1
 : -14, 17, -5, 107, -0.1, 0.2, 8, -2, 0.3, -11
- O=C(/C=C/c1ccc(F)cc1)NC(=S)NNC(=O)c1cccnc1
 : -3, 6, 3, 97, -1.4, 0.0, 2, ?, -0.9, 5
